# Bioassay records: PubChem BioAssay, National Center for Advancing Translational Sciences (NCATS)
# TRPV1 ag: agonists of human vanilloid receptor 1 (TRPV1); Q8NER1; TRPV1-expressing cells, Fluo-8 calcium influx, agonist mode; activation, % at 8.33 µM; 320,000 tested, 0.19% active; in the data active = activation above about 80%; inconclusive = between about 30% and that limit; also: 0% is about no effect
#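 Fluo-8 calcium influx in TRPV1-expressing cells, kinetic read (ex 480/em 520 nm). Compound added and read 3 min for agonist activity, followed by capsaicin at EC20 final and 2 min further read for enhancement.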
# GALK inh: inhibitors of human galactokinase; Purified GALK, Kinase-Glo residual ATP luminescence; Potency, µM (top dose mostly 57.5 µM), inactives show at the highest dose activity change, negative = inhibition, usual class: inhibitors; 270,000 tested, 0.007% active; AID 1868; also: potency is read from the fitted curve at half-maximal effect; % is scaled to controls: 0 for no effect and ±100 for the full control effect
#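 Kinase-Glo Plus luminescence measured ATP left after a 1 h room-temperature reaction. The reaction used 5 nM GALK, 100 uM galactose and 35 uM ATP at pH 8.0 (20 mM HEPES, 5 mM MgCl2, 60 mM NaCl, 1 mM DTT, 0.01% BSA).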
# CXXC DNA block: blocks binding of human MLL CXXC domain to DNA; Q03164; MLL-CXXC / FITC-HOXA9 DNA fluorescence polarization; Potency, µM (titrated, usually from 115 µM), for inactives: at the highest dose activity change, negative = inhibition, actives largely listed as inhibitors; 290,000 tested, 0.037% active; AID 2662; active = well fitted inhibition curve with a large enough effect in the polarisation, with a control signal flat, not every such curve was filed as active; inconclusive = small, poorly fitted or top-dose-only effect, or effect the other way, or a change in a side signal; inactive = no such curve, though single readings can be large or run the other way; the % refers to the polarisation; also: potency is read from the fitted curve at half-maximal effect
#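 Purified MLL-CXXC (added from a 7 uM solution) was preincubated 5 min at ambient with pinned compounds in 50 mM Tris-HCl pH 7.5, 50 mM NaCl, 1 mM DTT, 0.05% BSA. Fluorescein-labeled HOX-A9 DNA (50 nM solution) followed, 30 min, then polarization read.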
# a7 integrin act: activators of alpha7 integrin expression for muscular dystrophy; alpha7betagal myoblasts, beta-gal FDG fluorescence, 48 h; Potency, µM (top dose mostly 38.3 µM), without a hit: at the highest dose activation, usual class: activators; 350,000 tested, 0.064% active; AID 624291;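 also: potency is read from the fitted curve at half-maximal effect; 100% = response of the positive control SU9516; nearly all actives have a fitted effect of over 60% in size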
#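 Alpha7betagal+/- myoblasts (passage 13) were plated 16-24 hr, then exposed to compounds (1:260 dilution of DMSO stock) for 48 hours at 37C. After MPER lysis, β-galactosidase reporter activity was read as FDG fluorescence (ex 480/em 540) after 30 minutes.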
# MBNL1 CUG block: inhibitors of human MBNL1 binding to CUG repeat RNA; TR-FRET MBNL1-His/biotin-(CUG)12 binding, 665/545 ratio; Q9NR56; Potency, µM (highest dose often 57.5 µM), without a hit: top-dose activity change, negative = inhibition, usual class: inhibitors; 280,000 tested, 0.036% active; active = well fitted inhibition curve with a large enough effect in the signal ratio, with a control signal flat, not every such curve was filed as active; inconclusive = small, poorly fitted or top-dose-only effect, or effect the other way, or a change in a side signal; inactive = no such curve, though single readings can be large or run the other way; the % refers to the signal ratio; also: potency is read from the fitted curve at half-maximal effect; % is scaled to controls: 0 for no effect and ±100 for the full control effect
#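 Inhibition of protein-RNA binding appears as loss of TR-FRET between terbium anti-His antibody on MBNL1-His and streptavidin-XL665 on biotin-(CUG)12. Activity is normalized to buffer-only and uninhibited-complex controls.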
# Coupling enz: counter-screen for Giardia aldolase inhibitors: coupling enzyme system. coupling enzyme system counterscreen, AmpLite Red fluorescence. activity change, negative = inhibition, % at 58.2 µM, hits read low. 290,000 tested, 0.67% active. AID 2472; in the data active = activity change below about -30%; also: % is scaled to controls: 0 for no effect and ±100 for the full control effect
#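 Counterscreen lacking aldolase: glyceraldehyde-3-phosphate coupling-enzyme reagent preincubated 10 min at RT with compound (at 57.5 uM final), then substrate/coupling system with AmpLite Red added; fluorescence read at 525/598 nm after 20 min RT.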
# S-ASM inh: human S-ASM enzyme inhibition. placental ASM, HMU-PC fluorogenic substrate, 60 min. P17405. 340,000 tested, 0.006% active. AID 504937. Potency, µM (series often up to 57.5 µM), inactives show top-dose activity change, negative = inhibition, hits mostly inhibitors; also: potency is read from the fitted curve at half-maximal effect
#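 Steps: dispense placental human ASM, pin compound, wait 10 min at room temperature, add HMU-PC0 substrate at 9 uM final, incubate 60 min at 37 °C, add stop solution raising pH to 10, read fluorescence.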
# KCNH2 WT inh: blocks the wildtype human KCNH2 potassium channel | 340,000 tested, 0.37% active | activity change, % at 1.84 µM | U2OS, BacMam KCNH2, thallium flux FluxOr; active compounds read low;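 active = maximum activity change below -70%; inconclusive = maximum activity change between -70% and -50%; inactive = maximum activity change above -50%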; also: % is scaled to controls: 0 for no effect and ±100 for the full control effect
# Target sequence (Q12809 whole entry, looked up): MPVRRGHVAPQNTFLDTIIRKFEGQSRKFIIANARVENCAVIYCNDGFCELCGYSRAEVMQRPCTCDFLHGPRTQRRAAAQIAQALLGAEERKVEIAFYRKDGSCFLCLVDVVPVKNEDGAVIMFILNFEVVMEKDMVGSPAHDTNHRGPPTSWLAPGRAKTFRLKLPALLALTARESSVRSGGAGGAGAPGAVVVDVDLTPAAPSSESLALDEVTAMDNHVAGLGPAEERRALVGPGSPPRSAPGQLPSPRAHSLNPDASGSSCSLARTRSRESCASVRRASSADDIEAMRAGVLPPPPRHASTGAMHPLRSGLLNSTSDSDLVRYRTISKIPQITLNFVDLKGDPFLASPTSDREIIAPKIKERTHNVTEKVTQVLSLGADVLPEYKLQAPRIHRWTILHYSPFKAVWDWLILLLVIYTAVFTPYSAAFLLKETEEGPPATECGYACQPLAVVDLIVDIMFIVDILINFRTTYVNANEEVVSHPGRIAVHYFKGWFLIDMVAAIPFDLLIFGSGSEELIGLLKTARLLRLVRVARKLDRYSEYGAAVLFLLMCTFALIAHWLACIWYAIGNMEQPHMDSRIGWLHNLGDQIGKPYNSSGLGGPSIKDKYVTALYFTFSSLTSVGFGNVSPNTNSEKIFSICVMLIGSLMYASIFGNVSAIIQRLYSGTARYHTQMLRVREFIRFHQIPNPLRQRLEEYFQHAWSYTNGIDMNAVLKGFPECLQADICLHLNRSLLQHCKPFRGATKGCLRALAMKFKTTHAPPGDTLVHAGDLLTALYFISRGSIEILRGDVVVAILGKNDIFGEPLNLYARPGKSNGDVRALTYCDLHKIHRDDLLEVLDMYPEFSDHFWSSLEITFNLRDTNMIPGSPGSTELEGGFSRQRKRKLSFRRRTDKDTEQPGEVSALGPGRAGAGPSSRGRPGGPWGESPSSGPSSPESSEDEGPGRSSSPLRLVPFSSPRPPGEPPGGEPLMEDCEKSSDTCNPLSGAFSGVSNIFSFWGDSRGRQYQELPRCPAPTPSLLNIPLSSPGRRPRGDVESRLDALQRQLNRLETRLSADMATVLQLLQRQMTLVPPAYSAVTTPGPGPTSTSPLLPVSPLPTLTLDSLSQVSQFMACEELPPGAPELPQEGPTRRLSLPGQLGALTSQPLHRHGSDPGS
#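 U2OS cells transduced with wild-type KCNH2 virus are loaded with FluxOr dye for 45 min, and thallium flux is measured in kinetic reads before and after stimulation buffer. Rate constants are normalized to DMSO controls.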
# A-T KAP1 phos: potential ataxia-telangiectasia treatments restoring KAP-1 phosphorylation | […] A-T fibroblasts, KAP-1 phosphorylation AlphaLISA; neocarzinostatin DNA damage 30 min before lysis | AID 485349 | Potency, µM (highest dose often 57.5 µM), without a hit: at the highest dose activation, hits mostly activators | 320,000 tested, 0.19% active; also: potency is read from the fitted curve at half-maximal effect; % of control where 0% means no effect; nearly all actives have a fitted effect of over 45% in size
#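 ATM-like activity read as KAP-1 phosphorylation via AlphaLISA donor/acceptor antibody pairs after lysis and 6 hr at 25C. Cells were ATM-null patient fibroblasts ([…], hTERT), dosed 60 min, then exposed to the DSB inducer NCS for 30 min.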
# KCNH2 3.1 inh: inhibitors of human KCNH2 3.1 potassium channel isoform | AID 720553 | activity change, % (tested at about 1.8 µM) | U2OS KCNH2 3.1, thallium flux FluxOr; active compounds read low | 340,000 tested, 0.95% active;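 active = maximum activity change below -70%; inconclusive = maximum activity change from -70% to -50%; inactive = maximum activity change above -50%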;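 also: thallium influx rate constant from kinetic fluorescence after stimulation buffer; % is scaled to controls: 0 for no effect and ±100 for the full control effect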
#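 We transduce U2OS cells with the mutant 3.1 virus, culture them overnight, load FluxOr with Red40 quencher for 45 min, then add stimulation buffer and read kinetically for 2 min to derive a normalized rate constant.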
# Active calls of the source: *; i = inactive; ? = inconclusive; / = not tested or not shown; [ ] = another dose, or the depositor's remark. Unless noted, calls follow the shape of the dose curve; as a rule, active = well fitted curve in the direction sought with a large enough effect; inconclusive = small, poorly fitted or top-dose-only effect, or another doubt; inactive = no such curve, though single readings can be large; an effect the other way counts as inactive or inconclusive. Rows were taken by chance; any-hit rate near 2%.
SMILES,TRPV1 ag,GALK inh,CXXC DNA block,a7 integrin act,MBNL1 CUG block,Coupling enz,S-ASM inh,KCNH2 WT inh,A-T KAP1 phos,KCNH2 3.1 inh
Clc1ccc(N2N=C(c3cccs3)CC2c2ccco2)cc1 (configuration not stated),-1,/,-1%,0%,4%,-8,i,12,22µM*,-1
CC1(C)Cc2c(sc(NC(=O)Cc3ccccc3)c2C#N)CO1,5,4%,0%,3%,-5%,7,-2%,4,27%,0
Cc1nc2cc(NC(=O)c3ccc(S(=O)(=O)N(C)c4ccccc4)cc3)ccc2o1,3,2%,37%[activator],0%,-3%,0,6%,5,0%,8
Cc1sc(NC(=O)CCC(=O)O)c(C#N)c1C,26,-2%,14%,?,-5%,3,3%,/,-2%,30
Cc1cc(C)n2[nH]c(=O)c(N=Nc3cccc(Cl)c3)c2n1,0,2%,-12%,18%,?,1,-7%,9,/,9
CCOC(=O)c1ccc(N2CN=C3SCC(=O)N3C2)cc1,5,0%,-14%,-5%,-8%,-1,1%,6,1%,3
COc1ccc2c(c1OC)C(=O)N1c3cccc(Cl)c3C(=O)OC21 (configuration not stated),2,-1%,10%,41%,-7%,0,5%,6,-1%,-6
O=C(COc1ccccc1)OCC(=O)c1ccc(O)cc1O,3,/,/,31%,/,/,-8%,-1,-2%,0
Cc1ccc(C2=NC(C(F)(F)F)(C(F)(F)F)c3c(n(-c4ccc(F)cc4)c(=O)[nH]c3=O)N2)cc1,-7,-2%,-4%,-23%,/,0,-3%,-7,2%,0
Cc1ccc(S(=O)(=O)N2CCN(C(=O)CN3CCOCC3)C2c2ccccc2)cc1 (configuration not stated),4,4%,-10%,-15%,9%,0,7%,-17,7%,8
Cc1ccccc1OCC(=O)OCC(=O)c1ccc(OC(=O)c2ccccc2)cc1,1,0%,89%[activator],14%,2%,1,-1%,-4,4%,-5
COC(=O)CCC(=O)NC(=S)Nc1ccc(S(=O)(=O)N2CCCC2)cc1,-3,0%,-2%,21%,-6%,-1,6%,9,3%,12
CCCCC(NC(=O)COc1cc2c(c3oc(=O)cc(C)c13)CCC(C)(C)O2)C(=O)O (configuration not stated),-2,-4%,-6%,20%,2%,11,78%[activator],2,14%,7
COc1ccc(NC(=O)N/C=C/c2ccc(Cl)cc2)cc1,23,-3%,5%,-11%,-1%,-1,-1%,6,1%,14
CCOC(=O)CSC1=C(C#N)C(=O)NC(c2ccc(OC)c(OC)c2)S1 (configuration not stated),0,-2%,-15%,-45%[inhibitor],0%,1,3%,4,-1%,10

# Overlap with the part before: two entries; new compounds follow.
SMILES,TRPV1 ag,GALK inh,CXXC DNA block,a7 integrin act,MBNL1 CUG block,Coupling enz,S-ASM inh,KCNH2 WT inh,A-T KAP1 phos,KCNH2 3.1 inh
COc1ccc(NC(=O)N/C=C/c2ccc(Cl)cc2)cc1,23,-3%,5%,-11%,-1%,-1,-1%,6,1%,14
CCOC(=O)CSC1=C(C#N)C(=O)NC(c2ccc(OC)c(OC)c2)S1 (configuration not stated),0,-2%,-15%,-45%[inhibitor],0%,1,3%,4,-1%,10
Cc1ccc(-c2cnc3ccccc3n2)cc1C,18,5%,9%,9%,19%,0,1%,1,4%,16
COc1ccc(S(N)(=O)=O)cc1C(=O)OCCCOc1ccc(F)cc1,3,3%,10%,-13%,-8%,0,-1%,-6,-9%,-7
CC(C)=CCCC1=CCC(/C=N/NC(N)=O)C(C)C1 (configuration not stated),-3,0%,10%,2%,1%,7,-2%,32,7%,6
CN(C)S(=O)(=O)c1ccc(C(=O)Nc2nnc(-c3ccco3)o2)cc1,5,-1%,16%,-18%,-5%,-1,3%,-11,1%,/
Cc1cccn2c(=O)c3cc(S(=O)(=O)c4ccc(F)cc4)c(=N)n(Cc4ccco4)c3nc12,16,3%,-1%,-20%,1%,5,251%[activator],-5,-8%,3
O=C(Nc1ccccc1Cl)c1ccc2c(=O)n3c(nc2c1)CCC3,9,/,/,7%,/,/,4%,-1,-1%,-4
CSc1nc2c(c(=O)[nH]c(=O)n2C)n1Cc1ccccc1Cl,-2,8%,-11%,-8%,-2%,-1,2%,-9,5%,16
COc1cc(C2C(C(=O)C(C)(C)C)=C(O)C(=O)N2Cc2ccccc2)ccc1O (configuration not stated),1,0%,-12%,9%,3%,14,-1%,1,-3%,-9
CCCc1ccc(NS(=O)(=O)c2c(C)oc(C)c2C(=O)OC)cc1,-2,-1%,-9%,-39%,2%,-2,6%,0,8%,7
COC(=O)c1cc(NC(=O)c2c(-c3c(Cl)cccc3Cl)noc2C)ccc1N1CCOCC1,3,/,-15%,17%,-5%,10,16%,-1,21%,-3
Cc1cc(C(=O)Nc2ncn[nH]2)ccc1[N+](=O)[O-],-1,3%,14%,-5%,22%,4,2%,6,-7%,-18
CC(=O)c1ccccc1OCCOc1ncnc2sccc12,-3,8%,11%,3%,/,-2,19%,2,-3%,-4
Cc1ccn2c(/C=N/OCc3cccc(F)c3)c(-c3ccc(Cl)cc3)nc2c1,/,-3%,2%,-3%,-6%,-3,7%,-4,-3%,-16
O=C(c1cccc(NS(=O)(=O)c2cccc(F)c2)c1)N1CCN(c2ccccc2)CC1,-1,1%,20%,-18%,-10%,1,-4%,-4,4%,-4
COc1cc(C)ccc1OCC(=O)OCC(=O)c1cc(C)n(CC2CCCO2)c1C (configuration not stated),0,/,/,23%,/,/,-2%,9,-1%,14
CCOC1=NS(=O)(=O)c2ccccc21,0,0%,7%,-19%,-23%,3,1%,-6,1%,9
Cc1c(C)c2ccc(OCC(=O)NCCN3CCOCC3)cc2oc1=O,-2,0%,-6%,-22%,14%,/,3%,-1,-2%,25
NS(=O)(=O)c1ccc(-c2ccc(C=NC3CCS(=O)(=O)C3)o2)cc1 (configuration not stated),-2,1%,-4%,-9%,?,0,7%,4,-1%,5
Cc1cc(S(=O)(=O)N2CCCC2)ccc1OCC(=O)NCc1ccccn1,-3,13%,-1%,-12%,-3%,0,-2%,4,10%,2
C=CCn1c(SCCNC(C)=O)nc2cc(-c3ccccc3)sc2c1=O,?,12%,5%,-4%,5%,1,0%,3,1%,6
NC1=NN(c2ccccc2)C(=O)C1,/,/,/,23%,/,/,1%,1,/,0
Cn1c(NCc2ccccc2)nc2c1c(=O)n(Cc1ccccc1)c(=O)n2C,26,0%,5%,8%,2%,0,-18%,4,-7%,11
COC(=O)c1cccc(NC(=O)c2cnccn2)c1,-6,-2%,-2%,-2%,-2%,1,1%,-6,-3%,2
CCCN(CCC)c1nc2c(C)cccn2c(=O)c1/C=C1/SC(=S)N(Cc2ccco2)C1=O,10,-1%,?,-15%,6%,0,-7%,-3,0%,12
CC(=O)Nc1ccc(S(=O)(=O)Nc2ccc3nc(C)sc3c2)cc1,/,/,/,-48%[inhibitor],/,/,-4%,0,-5%,12
N#Cc1ccccc1NC(=O)CN1CCN(c2ccccn2)CC1,2,5%,-9%,17%,-8%,0,2%,2,-3%,-1
Cc1ccc(CC(NC(=O)c2ccccc2)C(=O)NCC(=O)O)cc1 (configuration not stated),-5,-2%,9%,7%,2%,4,-3%,-24,5%,2
O=C(COc1ccccc1)Nc1c2c(nn1-c1ccccc1)CS(=O)(=O)C2,9,5%,13%,-18%,0%,/,3%,16,6%,-1
O=C(CC(Nc1cccc(Cl)c1Cl)C(=O)OCC(=O)c1cccs1)c1ccccc1 (configuration not stated),3,3%,3%,-24%,-6%,0,-6%,-6,-2%,-26
N#CCCN(Cc1cccnc1)C(=O)c1ccc(S(=O)(=O)N2CCOCC2)cc1,-4,2%,4%,15%,5%,1,-3%,-2,6%,0
Cc1cc2c(cc(C(=O)OCC(=O)NC3CCCCC3)n2C)o1,/,/,/,22%,/,/,7%,11,/,-8
COc1ccc(C(=O)NC(C(=O)NCC(=O)Nc2c(C)cccc2C)C(C)C)cc1 (configuration not stated),0,0%,0%,-20%,0%,1,2%,/,10%,12
COc1ccccc1Nc1nc2nonc2nc1N1CCC(C)CC1,4,0%,-2%,14%,/,4,2%,-5,/,2
OCCn1cnc2c(SCc3ccccc3)ncnc21,/,/,/,?,/,/,-1%,-2,/,-2
O=C(NCCCn1ccnc1)c1ccc(NS(=O)(=O)c2cccc([N+](=O)[O-])c2)cc1,-1,/,/,-12%,/,/,-1%,-2,0%,16
COc1cccc(NC(=O)c2sc3nc4n(c(=O)c3c2C)CCC4)c1,-2,5%,-11%,7%,4%,/,-1%,-20,11%,8
CC1(C)C(=O)Nc2ccccc2N1C(=O)COC(=O)CNS(=O)(=O)c1ccc(Br)cc1Cl,/,/,/,-26%,/,/,-5%,-10,/,4
Clc1ccccc1C1=Nn2c(nnc2-c2ccco2)SC1,25,1%,-2%,-3%,-11%,-1,-14%,-3,19%,3
